Screening results: PubChem, several laboratories
PrPC TRFRET: inhibitors of human cell surface prion protein PrPC, primary screen, cell-based, TR-FRET | AID 720596, 2013 | hit rate 0.43% among 370,000 | inhibition, % at 13.8 µM | Major prion protein (Homo sapiens), P04156 | TR-FRET read-out; in the data active = inhibition above about 24%; also: 0% = median of the test wells and 100% = reference compound wells
Yp Topo-I inh: Yersinia pestis topoisomerase I inhibitors, primary screen, biochemical, cleavage product accumulation, plate reader, single point; DNA topoisomerase I (Yersinia pestis CO92); Y. pestis Topo-I cleavage product accumulation; activity, % at 10 µM; hit rate 0.064% among 360,000; AID 504884, 2011; in the data active = activity above about 50%, passing the limit was not always enough; inconclusive = no clear call, values can overlap the other calls; also: inactives centre near 2
BoNT A protease: BoNT/A light chain protease inhibitors, primary screen, biochemical, flow cytometry, MLPCN library; multiplex microsphere protease substrate cleavage; hit rate 0.17% among 360,000; inhibition, % at 10 µM; Botulinum neurotoxin type A light chain protease (Clostridium botulinum A str. ATCC 3502); also: plate controls were buffer without enzyme for full effect and enzyme alone for no effect
FadD28 binding: inhibitors of FadD28 bisubstrate probe binding, primary screen, biochemical, fluorescence polarization, single point | inhibition, % at 12.5 µM | AID 588549, 2011 | hit rate 0.22% among 360,000; in the data active = inhibition above about 8.5%, passing the limit was not always enough; inconclusive = no clear call, values can overlap the other calls
CCHFV vOTU inh: CCHFV vOTU protease inhibitors, primary screen, biochemical, Pep-AMC substrate, fluorescence; Crimean-Congo hemorrhagic fever virus L polyprotein viral ovarian tumor (vOTU) protease …; inhibition, % at 11.5 µM; hit rate 0.55% among 370,000; in the data active = inhibition above about 30%; also: 0% = vehicle wells with enzyme and 100% = no enzyme wells
BoNT-F LC inh: BoNT/F light chain protease inhibitors, primary screen, biochemical, flow cytometry, MLPCN library; Botulinum neurotoxin type F light chain protease (Clostridium botulinum); Multiplex microsphere protease cleavage assay; inhibition, % at 10 µM; hit rate 0.22% among 360,000; in the data active = inhibition above about 35%, passing the limit was not always enough; inconclusive = no clear call, values can overlap the other calls; also: plate controls were buffer without enzyme for full effect and enzyme alone for no effect
PfHsp40 yeast: rescue of yeast from PfHsp40 toxicity, primary screen, S. cerevisiae, ATP luminescence; S. cerevisiae expressing PfHsp40, growth rescue; growth rescue, % at 12.5 µM; hit rate 0.68% among 340,000; AID 504582, 2011; in the data active = growth rescue above about 28%, passing the limit was not always enough; inconclusive = no clear call, values can overlap the other calls;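 also: yeast W303a lacking pdr1 and pdr3 grown in galactose medium; growth measured after three days at 30 °C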
Anthrax LF prot: Bacillus anthracis LF protease inhibitors, primary screen, biochemical, multiplex microsphere, MLPCN library. inhibition, % at 10 µM. multiplex microsphere protease cleavage assay. Lethal factor (Bacillus anthracis), P15917. hit rate 0.12% among 360,000; also: plate controls were buffer without enzyme for full effect and enzyme alone for no effect
Target sequence (P15917 whole entry, looked up): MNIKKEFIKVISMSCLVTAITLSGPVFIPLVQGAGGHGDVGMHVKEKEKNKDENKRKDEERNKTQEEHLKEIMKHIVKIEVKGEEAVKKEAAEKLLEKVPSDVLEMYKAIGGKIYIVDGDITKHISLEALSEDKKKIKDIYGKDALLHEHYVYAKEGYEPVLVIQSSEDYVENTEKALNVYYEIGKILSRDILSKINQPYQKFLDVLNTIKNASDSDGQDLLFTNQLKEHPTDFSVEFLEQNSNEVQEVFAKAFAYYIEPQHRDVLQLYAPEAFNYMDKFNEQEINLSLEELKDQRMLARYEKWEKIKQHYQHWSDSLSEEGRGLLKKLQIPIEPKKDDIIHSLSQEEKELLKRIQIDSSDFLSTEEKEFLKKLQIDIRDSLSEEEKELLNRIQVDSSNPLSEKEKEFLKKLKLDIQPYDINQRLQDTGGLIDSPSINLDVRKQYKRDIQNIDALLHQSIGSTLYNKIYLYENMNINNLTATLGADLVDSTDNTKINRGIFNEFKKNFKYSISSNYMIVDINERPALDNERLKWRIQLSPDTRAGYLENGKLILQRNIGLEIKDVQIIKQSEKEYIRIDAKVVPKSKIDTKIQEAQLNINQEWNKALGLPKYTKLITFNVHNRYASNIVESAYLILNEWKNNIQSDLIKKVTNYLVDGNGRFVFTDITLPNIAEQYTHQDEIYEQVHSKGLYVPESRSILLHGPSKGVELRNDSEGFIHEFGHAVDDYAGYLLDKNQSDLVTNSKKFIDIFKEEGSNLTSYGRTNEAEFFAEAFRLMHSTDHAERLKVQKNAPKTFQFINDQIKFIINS
TcdB inh: TcdB glycohydrolase inhibitors, primary screen, biochemical, single point, plate reader. TcdB glycohydrolase enzymatic assay. inhibition, % at 9.99 µM. Toxin B (Clostridioides difficile), P18177. AID 652162, 2013. hit rate 0.24% among 350,000; in the data active = inhibition above about 10%
* = called active by the depositor; ? = inconclusive; / = not tested or not shown; & = joins results of further samples. Rule as the data show it, unless noted: active = inhibition above about 30%; inconclusive = no clear call, values can overlap the other calls; inactive = below that.

SMILES	PrPC TRFRET	Yp Topo-I inh	BoNT A protease	FadD28 binding	CCHFV vOTU inh	BoNT-F LC inh	PfHsp40 yeast	Anthrax LF prot	TcdB inh
Cc1ccc(S(=O)(=O)N2CCCCC2)cc1NC(=O)CN1CC=C(c2ccccc2)CC1	11	2	-4.0	-4.3	-9	-17	-0.1	-5	/
N=c1c2c(-c3ccccc3)c(-c3ccccc3)oc2ncn1CCCN1CCOCC1	9	19	0.0	-6.9	-7	6	-0.4	-2	/
O=C(NCCc1cnn(-c2ccccc2)c1)c1cc(COc2c(F)cccc2F)on1	8	-2	0.3	-1.1	9	-3	1.9	-2	1.4
Cc1ccc(S(=O)(=O)N2CCN(C(=O)CC(C)n3cncn3)CC2)cc1 (stereo not drawn)	1	0	2.1	-4.2	-1	-1	0.8	2	1.1
Cc1cc(C)c(S(=O)(=O)N(C)CC(=O)N2CCCC2)c(C)c1	1	-11	-0.2	-1.5	12	-1	/	1	-0.7
COc1ccc(C2NC3=C(CCC3)C3(C#N)C4(N=C(N)C23C#N)OCCO4)cc1 (stereo not drawn)	-8	-9	0.2	?	-5	-20	-0.3	-7	/
N#Cc1ccc(COC(=O)c2ccc3c(c2)OCO3)cc1	7	7	-1.8	-0.9	1	0	2.6	-1	3.5
Cc1cc2c(cc1C)N(C(=O)CSc1nncn1C)C(C)(C)c1ssc(=S)c1-2	-27	33	-2.2	-1.9	8	-29	1.3	-4	1.3
COc1cc(OC)cc(C(=O)NNC(=O)c2ccc(S(=O)(=O)N3CC(C)OC(C)C3)cc2)c1 (stereo not drawn)	8	-3	-0.3	-1.1	5	-5	0.5	0	0.3
COc1cc(C(=O)NCCC(=O)NC2CCC(C)CC2)cc(OC)c1OC (stereo not drawn)	5	-10	-0.9	0.5	2	-5	-1.5	0	-1.5
CCN1C(=O)c2cccc3c(NS(=O)(=O)c4ccc(NC(C)=O)cc4)ccc1c23	-25	3	?	-1.0	0	6	0.8	?	/
COc1ccc(Nc2ccc([N+](=O)[O-])cn2)cc1	-31	-2	-0.3	-4.2	8	4	1.4	2	-14
CN(Cc1ccccc1)C(=O)C1CCN(Cc2ccc(F)cc2)CC1	-2	13	0.1	1.2	2	-16	-1.4	-4	/
CCn1c(O)c(N=NC(=O)c2cccs2)c2ccccc21	-13	-1	0.0	-3.6	-2	-1	0.3	-3	-0.5
COCCOc1ccc(C(F)(F)F)cc1NC(=O)COC(=O)c1c(C)noc1C	1	-11	-0.6	-2.2	2	-14	-0.9	1	/
COc1cccc(/C=C2\CCc3ccccc3C2=O)c1	2	37	-0.9	-0.8	3	-16	0.5	2	-0.3
c1csc(CNc2ccn3nc(-c4ccc(OCCN5CCOCC5)cc4)cc3n2)c1	11	33	-0.4	-5.4	11	-8	/	0	1.4
O=C(CSc1n[nH]c(=O)n1CCc1ccccc1)NC1CCCC1	-1	1	0.1	-3.3	-6	1	/	-6	-3.2
COc1cc(C(=O)NC(CCSC)C(=O)OCc2cc([N+](=O)[O-])cc3c2OCOC3)cc(OC)c1OC (stereo not drawn)	-8	3	0.1	-1.7	2	2	-0.8	-1	-0.4
CC(C)Nc1ncnc2[nH]ncc12	6	3	0.2	/	-12	-8	0.2	1	2.8
O=C(CNCc1ccc(Cl)cc1)Nc1ccc(C(=O)N2CCCCC2)cc1	9	18	-2.0	-0.9	-4	-11	0.6	2	-0.2
Cc1cn([C@H]2C[C@H](O)[C@@H](/C=C/C(=O)NCc3ccc4c(c3)OCO4)O2)c(=O)[nH]c1=O	-7	/	-3.4	-0.9	-5	-36	/	-10	1.3
COc1cc(/C=C2/C(=N)N3N=C(CC(=O)N4CCOCC4)SC3=NC2=O)ccc1OC(C)c1ccccc1 (stereo not drawn)	4	1	0.7	-13	2	-2	0.1	-2	2.1
Cc1[nH]c2ccccc2c1C(=O)COC(=O)c1cccc(S(=O)(=O)N2CCCCC2)c1	-2	-2	-1.5	-0.6	13	-6	-0.1	-4	/
CC(=O)c1cccc(Nc2nc(-c3sc(N)nc3C)cs2)c1	0	-11	0.8	-2.5	14	-14	0.8	5	0.2

At a glance, part of the list above.
SMILES	PrPC TRFRET	Yp Topo-I inh	BoNT A protease	FadD28 binding	CCHFV vOTU inh	BoNT-F LC inh	PfHsp40 yeast	Anthrax LF prot	TcdB inh
Cc1ccc(S(=O)(=O)N2CCCCC2)cc1NC(=O)CN1CC=C(c2ccccc2)CC1	11	2	-4.0	-4.3	-9	-17	-0.1	-5	/
N=c1c2c(-c3ccccc3)c(-c3ccccc3)oc2ncn1CCCN1CCOCC1	9	19	0.0	-6.9	-7	6	-0.4	-2	/
O=C(NCCc1cnn(-c2ccccc2)c1)c1cc(COc2c(F)cccc2F)on1	8	-2	0.3	-1.1	9	-3	1.9	-2	1.4
Cc1ccc(S(=O)(=O)N2CCN(C(=O)CC(C)n3cncn3)CC2)cc1 (stereo not drawn)	1	0	2.1	-4.2	-1	-1	0.8	2	1.1
Cc1cc(C)c(S(=O)(=O)N(C)CC(=O)N2CCCC2)c(C)c1	1	-11	-0.2	-1.5	12	-1	/	1	-0.7
COc1ccc(C2NC3=C(CCC3)C3(C#N)C4(N=C(N)C23C#N)OCCO4)cc1 (stereo not drawn)	-8	-9	0.2	?	-5	-20	-0.3	-7	/
N#Cc1ccc(COC(=O)c2ccc3c(c2)OCO3)cc1	7	7	-1.8	-0.9	1	0	2.6	-1	3.5
Cc1cc2c(cc1C)N(C(=O)CSc1nncn1C)C(C)(C)c1ssc(=S)c1-2	-27	33	-2.2	-1.9	8	-29	1.3	-4	1.3
COc1cc(OC)cc(C(=O)NNC(=O)c2ccc(S(=O)(=O)N3CC(C)OC(C)C3)cc2)c1 (stereo not drawn)	8	-3	-0.3	-1.1	5	-5	0.5	0	0.3
COc1cc(C(=O)NCCC(=O)NC2CCC(C)CC2)cc(OC)c1OC (stereo not drawn)	5	-10	-0.9	0.5	2	-5	-1.5	0	-1.5
CCN1C(=O)c2cccc3c(NS(=O)(=O)c4ccc(NC(C)=O)cc4)ccc1c23	-25	3	?	-1.0	0	6	0.8	?	/

Continuation:
SMILES	PrPC TRFRET	Yp Topo-I inh	BoNT A protease	FadD28 binding	CCHFV vOTU inh	BoNT-F LC inh	PfHsp40 yeast	Anthrax LF prot	TcdB inh
COc1cc(C2C(C(=O)c3ccc(C)o3)=C(O)C(=O)N2c2cc(C)on2)ccc1O (stereo not drawn)	-12	0	-0.8	1.5	14	-12	-0.4	-10	/
CCOC(=O)Cc1nc2ccccc2[nH]1	-1	3	-2.3	-1.8	4	-16	0.9	-3	/
Cc1ccccc1C(=O)NC(C)C1CC2CCC1C2 (stereo not drawn)	5	8	-0.2	-1.8	6	4	0.9	-4	1.3
Clc1ccccc1OCc1nnc2n1CCCCC2	9	0	0.3	-1.4	1	-6	-0.3	-4	2.2
C/C(=N/NC(=O)C1CCN(S(=O)(=O)c2ccc(C)cc2)CC1)c1cccc([N+](=O)[O-])c1	-5	-4	-0.7	-1.3	6	0	1.3	1	/
CCCCN1C(=O)NC(=O)C2(Cc3c(nc4c(C)cccn4c3=O)N3CCc4ccccc4C32)C1=O (stereo not drawn)	1	32	-0.7	-2.1	12	0	0.1	-8	/
O=[N+]([O-])c1cccc(Nc2nc(Cl)nc(Cl)n2)c1	-10	-6	-0.8	-1.7	4	-8	-0.7	-4	-0.5
CC(C)Cc1nc(Cl)c(C#N)c2c1CCCC2	3	-1	-0.2	-0.7	2	-11	-0.4	1	1.2
C=C[C@]1(C)C[C@@H](OC(=O)CSCCN(CC)CC)[C@]2(C)C(C)CC[C@]3(CCC(=O)[C@H]32)[C@@H](C)[C@@H]1O (stereo partly drawn)	-10&-2	3&12	-0.2&-0.3	2.7&0.2	6&-3	6&1	-1.7&-0.4	-8&5	1.3&1.3
COC(=O)c1ccc(C(=O)N2CCCC(N3CCN(c4ccc(F)cc4)CC3)C2)nc1 (stereo not drawn)	-3	-8	0.3	0.1	-2	8	-3.6	0	0.3
CCNC(=O)CP(=O)(c1ccccc1)c1ccccc1	-2	-2	-0.9	-0.9	7	-8	-0.7	-1	/
CC1=CCC2C(=O)N(c3cccc(C(=O)NCc4ccccc4)c3)C(=O)C2C1 (stereo not drawn)	0	1	-1.9	-1.9	-2	-3	0.2	10	1.0
CO/N=C(\C(=O)N[C@@H]1C(=O)N2C(C(=O)O)=C(COC(N)=O)CS[C@H]12)c1ccco1	10	5	-0.3	0.4	7	-11	0.7	-1	0.0
CC1=NN(c2ccc(C)cc2)C(=O)/C1=C\C=C\c1ccccc1	-8	-1	0.4	-4.2	-2	-4	1.0	-3	-0.4
Cc1ccc(S(=O)(=O)Nc2cccc3c2O[C@@H](CN(C)C(=O)Nc2ccc4c(c2)OCO4)[C@H](C)CN([C@@H](C)CO)C3=O)cc1	-2	11	-0.3	11*	0	-2	0.0	-6	0.3&0.4
COC(=O)c1ccccc1NC(=O)C1CC(=O)N(c2ccc(F)cc2)C1 (stereo not drawn)	5	8	0.4	-1.9	5	5	4.5	-2	/
Cc1ccc(NS(=O)(=O)c2cccc(C(=O)NCCCN3CCCC3=O)c2)cc1	3	-11	1.9	-3.2	-1	7	0.3	-2	-6.4
Cc1ccc(S(=O)(=O)N2C[C@@H]3[C@H]4CC[C@H](C4)[C@@H]3[C@@H](C)[C@H]2C#N)cc1	1	33	-0.2	-5.6	-2	5	0.0	-6	1.5
N#CC1(NC(=O)COC(=O)CSc2ccc(F)cc2)CCCCC1	2	3	1.7	-1.7	3	8	-0.4	0	1.4
CC(=O)c1ccc(O)c(CC=C(C)C)c1	-1	0	0.1	-0.3	-1	5	-0.2	-7	0.4
Cc1ccccc1OC(C)C(=O)Nc1cccnc1 (stereo not drawn)	-4	-4	-0.9	/	-5	-10	0.1	0	-6.3
CC(/C=N/n1c(COc2ccccc2)n[nH]c1=S)=C\c1ccco1	-11	-5	2.5	-2.8	11	?	0.5	2	0.5
COc1ccc(-n2c(-c3ccc(Br)cc3)c[n+]3c2SC(C)C3)cc1 (stereo not drawn)	5	11	-0.1	0.2	5	-4	2.2	-2	-0.2
CSCCC(NS(=O)(=O)c1ccc2c(c1)OCCO2)C(=O)N(C)Cc1ccc(F)cc1 (stereo not drawn)	6	13	-0.6	-1.0	1	-8	-0.8	-1	2.3
CCOC(=O)CSc1nc2c(c(-c3ccc(C)o3)c1C#N)CCCC2	0	14	0.2	0.0	1	-2	1.5	0	/
Cc1ccccc1-c1noc(N)c1C#N	-7	-11	-0.8	-1.2	-12	-5	0.4	0	/
Cc1cc(C)n(CCc2nc(-c3ccc(C)o3)cs2)n1	-4	7	-0.1	0.4	5	-7	-0.8	-3	/
N#C/C(=C\c1cccc([N+](=O)[O-])c1)C(=O)NCc1cccnc1	-8	-1	-1.9	0.6	-14	-9	-0.9	0	/
CN(C)c1ccc(N=Nc2ccccc2C(=O)OCC(=O)Nc2ccccc2C(F)(F)F)cc1	-4	4	-1.1	0.0	8	-12	1.2	-5	1.4
CCOc1ccc(N(CC(=O)Nc2cccc(C)c2C)S(=O)(=O)c2c(C)[nH]c(=O)[nH]c2=O)cc1	-2	2	-0.4	-3.2	-2	-2	-1.0	-7	1.8
